TEAD-YAP block: TEAD-YAP interaction inhibition, primary screen, TEAD-YAP interaction inhibitor project, luminescence, HEK-TIYL cells. inhibition, % at 9.12 µM. 1.4% of 640,000 active. TEAD-Gal4/YAP UAS-luciferase luminescence. AID 1259422, 2018; in the data active = inhibition above about 32%;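 also: 0% = median of test compound wells and 100% = reference inhibitor wells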
FBW7 act: FBW7 E3 ligase activators, primary screen, biochemical, AlphaScreen, human; AlphaScreen FBW7–phospho-cyclin E peptide binding, activator screen; normalized activity (activation), % at 26.1 µM; 0.13% of 650,000 active; AID 1259310, 2017; in the data active = normalized activity above about 1.9%;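 also: purified mutant Fbw7 with reduced substrate affinity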
MITF primary: MITF inhibitors, primary screen, biochemical, AlphaScreen, human | Microphthalmia-associated transcription factor (Homo sapiens), O75030 | AlphaScreen MITF homodimerization, bead proximity signal | inhibition, % at 2.6 µM | 0.91% of 650,000 active; in the data active = inhibition above about 50%;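 also: 0% = vehicle wells with protein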
Target sequence (O75030 whole entry, looked up): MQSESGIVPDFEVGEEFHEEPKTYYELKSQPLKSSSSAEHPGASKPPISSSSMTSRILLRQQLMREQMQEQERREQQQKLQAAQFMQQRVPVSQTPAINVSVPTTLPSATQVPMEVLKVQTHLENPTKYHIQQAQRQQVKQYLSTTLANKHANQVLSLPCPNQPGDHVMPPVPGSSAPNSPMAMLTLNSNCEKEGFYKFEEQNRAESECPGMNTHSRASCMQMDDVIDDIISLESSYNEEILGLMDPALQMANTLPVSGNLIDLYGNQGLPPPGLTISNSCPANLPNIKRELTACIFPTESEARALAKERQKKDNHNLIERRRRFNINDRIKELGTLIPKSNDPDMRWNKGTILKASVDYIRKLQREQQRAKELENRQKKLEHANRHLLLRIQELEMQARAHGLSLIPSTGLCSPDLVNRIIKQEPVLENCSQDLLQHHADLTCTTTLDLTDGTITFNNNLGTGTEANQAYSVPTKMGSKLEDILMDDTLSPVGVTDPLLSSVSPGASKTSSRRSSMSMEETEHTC
GPR151 activ: activators of human GPR151, primary screen, cell-based, PathHunter beta-arrestin, luminescence; G-protein coupled receptor 151 (Homo sapiens), Q8TDV0; PathHunter beta-arrestin GPR151 cells; activation, % at 11.2 µM; 1% of 650,000 active; AID 1508602, 2020; in the data active = activation above about 4.9%;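 also: 0% = median of compound wells and 100% = cells with positive control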
Target sequence (Q8TDV0 whole entry, looked up): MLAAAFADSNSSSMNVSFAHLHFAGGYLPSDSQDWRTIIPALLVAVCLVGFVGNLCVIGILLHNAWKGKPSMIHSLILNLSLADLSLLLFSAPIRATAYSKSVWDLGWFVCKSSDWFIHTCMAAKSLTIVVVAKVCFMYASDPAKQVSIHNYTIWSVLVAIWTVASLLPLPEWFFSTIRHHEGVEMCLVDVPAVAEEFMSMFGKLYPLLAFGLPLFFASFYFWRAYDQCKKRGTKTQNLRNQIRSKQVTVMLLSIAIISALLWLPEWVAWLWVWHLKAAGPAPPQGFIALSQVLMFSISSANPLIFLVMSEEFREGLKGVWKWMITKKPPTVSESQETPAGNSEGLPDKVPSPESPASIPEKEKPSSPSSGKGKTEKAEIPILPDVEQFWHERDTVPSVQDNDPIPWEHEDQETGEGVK
Active calls of the source: *; & = joins results of further samples; ! = not active in a repeat.

structure	TEAD-YAP block	FBW7 act	MITF primary	GPR151 activ
O=C(Nc1ccc(Cl)c(Cl)c1)c1cc2nc(-c3ccc4c(c3)OCO4)cc(C(F)(F)F)n2n1	1	0.7	15	-0.6
COc1ccccc1N1C(=O)C2C(c3ccc(F)cc3)NC(CC(C)C)(C(=O)O)C2C1=O (centres undefined)	12	0.3	4	-0.2
Cc1cc(C)c(NC(=O)C2CC2(c2ccccc2)c2ccccc2)c(C)c1 (centres undefined)	-6	0.1	-8	-0.9
COc1ccccc1C(=O)Nc1c2c(nn1C(C)(C)C)CSC2	-3	0.1	21	-0.2
O=C1OC(c2ccccc2Br)=N/C1=C\c1ccc(Cl)cc1Cl	-3	0.0	6	0.5
COc1ccccc1CN[C@H]1C[C@H]2C(=O)N[C@H](Cc3ccccc3)C(=O)N2C1	-15	0.2	-23	-0.3
O=C1c2cccnc2C(O)N1Cc1ccccc1 (centres undefined)	4	0.0	16	-0.4
Cc1cc2c(cc3c(=O)n(CCCC#N)nc(C)n32)s1	-32	0.1	17	0.4
O=C(NCc1nc(-c2ccncc2)n[nH]1)c1cc2c(s1)OCCO2	4	0.0	17	0.1
N#Cc1nc(COc2ccccc2)oc1NCCCn1ccnc1	-32	0.0	0	-1.3

(listing goes on)
structure	TEAD-YAP block	FBW7 act	MITF primary	GPR151 activ
Cc1ccc(S(=O)(=O)N2CCCOC2CNC(=O)C(=O)NCc2cccs2)cc1 (centres undefined)	4	0.5	1	-0.7
Cc1nn(C)c(Cl)c1CN1CCCC(N2CCC(CO)CC2)C1 (centres undefined)	-2	-0.1	-3	1.1
O=C(Nc1ccccc1O)c1cccc(N2C(=O)c3ccccc3C2=O)c1	-7	0.3	-3	-0.4
CC1(C)CC(=O)C=C(Nc2ccc(O)cc2)C1	1	0.0	17	0.0
CCOC(=O)c1ccc(NC(=O)c2ccc(C#N)cc2)cc1	-11	0.7	-2	0.6
COC(=O)C1=C(C)Nc2ncnn2C1c1ccc(C)o1 (centres undefined)	3	0.1	13	-0.1
CCOC(=O)N1CCC(NC(=O)C2CC23CCN(Cc2ccccc2)CC3)CC1 (centres undefined)	-5	-0.1	0	-0.3
CCOC(=O)/C=C1/CC(=O)Nc2nonc2N1	-7	-0.1	-7	-0.5
CC(C)C(C)(C#N)NC(=O)CSc1nc2ccccc2s1 (centres undefined)	-2	0.0	4	0.2
CCOC(=O)c1cc(S(=O)(=O)Nc2cccc(Cl)c2C)cn1C	7	-0.2	16	-1.4

Carrying on.
structure	TEAD-YAP block	FBW7 act	MITF primary	GPR151 activ
COc1ccccc1NC(=O)Cn1nnc(-c2ccccc2NC(=O)c2ccncc2)n1	7	-0.1	-1	-0.5
CCCCOc1ccc(C2C(C#N)=C(C)NC(C)=C2C#N)cc1	4	0.0	-7	-1.3
CN(CC(=O)Nc1ccc(F)cc1F)S(=O)(=O)c1ccc(F)cc1	7	0.1	7	1.6
CN1CCN(c2ccc(-c3nc(NCc4cccnc4)c4ncn(-c5ccsc5)c4n3)cc2)CC1	36*	-0.1	32	-3.1
C/C(=N/NC(=S)Nc1cccc(C)c1)c1ccc(N)cc1	-6	0.2	-5	0.3
COC(=O)c1cc(C(=O)Nc2cc(F)cc(F)c2)cc([N+](=O)[O-])c1	6	-0.1	3	-0.1
CCC(=O)Nc1ccc(S(=O)(=O)Nc2nccs2)cc1	7	0.0	8	-0.2
CCOC(=O)c1ccc(NC(=O)C(Cc2ccccc2)N2Cc3ccccc3C2=O)cc1 (centres undefined)	-3	0.2	-16	-0.9
CCN(CCCn1c(SCc2c(F)cccc2Cl)nc2ccccc2c1=O)c1ccccc1	-7	-0.3	-3	-0.5
COc1ccc([N+](=O)[O-])cc1NC(=O)CN1C(=O)c2ccccc2C1=O	-8	0.2	12	0.0

Further entries follow.
structure	TEAD-YAP block	FBW7 act	MITF primary	GPR151 activ
CN(C)C(=O)CN(c1ccccc1Br)S(C)(=O)=O	2	0.7	17	-0.6
O=[N+]([O-])c1nn(-c2ccc(Cl)cc2)n(O)c1=NC1CC1	-14	-0.1	5	0.4
O=C(NC(c1ccccc1)c1ccccc1)c1cnc2n(c1=O)CCS2	4	0.0	-3	1.4
CCOc1cc(-c2nnc(SCC(=O)NC3CCCC3)nc2-c2ccc(OC)c(OCC)c2)ccc1OC	-7	-0.1	-7	-2.6
Cc1ccc(NC(=O)Cn2cnc3c2c(=O)n(C)c(=O)n3C)cc1C	1	0.1	7	2.1
O=C1CC(C(=O)Nc2ccccc2)SC(=Nc2ccccc2)N1 (centres undefined)	-1	0.1	9	-0.3
Cc1ccc(CN2CCN(Cc3cccn3-c3ccccn3)CC2CCO)o1 (centres undefined)	1	-0.1	13	-1.8
O=C(Cc1cc(=O)[nH][nH]1)N/N=C/c1c(O)ccc2ccccc12	2	-0.2	19	-1.4
CCc1ccc(NC(=O)c2ccc(Cl)c(Cl)c2)cc1	-56	0.3	11	-0.5
COc1ccc(C)cc1NC(=O)c1cc(OC)c(OC)cc1[N+](=O)[O-]	6	-0.4	-6	-1.2

Going on with the list:
structure	TEAD-YAP block	FBW7 act	MITF primary	GPR151 activ
Cc1ccc(NC(=O)CSc2nc3[nH]ncc3c(=O)n2-c2ccc(Br)cc2)cc1Cl	22	-0.1	-7	7.5*
CC(=O)c1cccc(-c2nc3c(NCCc4ccc(O)cc4)ncnc3n2C(C)C)c1	1	0.0	7	0.4
Cc1cccc(N2CCN(C(=O)c3ccncc3)CC2)c1C	50*	0.1	13	-2.1
CCCCn1c(CNC(=O)Cc2ccccc2)nnc1SC(C)C(=O)Nc1sc2c(c1C(=O)OCC)CCC2 (centres undefined)	1	0.0	-7	1.3
CNC(=O)CN(c1ccc2c(c1)OCCO2)S(C)(=O)=O	1	0.0	7	1.9
CC(CNC(=O)c1ccc(-n2cc(NC(=O)c3ccoc3)cn2)cc1)Oc1cccnc1 (centres undefined)	17	0.1	4	0.0
CC(=O)N1CCc2cc(Br)cc(S(=O)(=O)Nc3ccnc4ccccc34)c21	-4	0.2	-1	-0.5
Cc1cccc(C)c1NC(=O)CNCCCO	1	0.1	40	-1.0
COc1ccc(OC)c(C(=O)CN2CCC(n3nnc4cc(C(F)(F)F)ccc43)CC2)c1	-3	0.1	9	0.6
COc1ccc(/C(C)=N\NC(=O)c2cc([N+](=O)[O-])cc([N+](=O)[O-])c2)c(OC)c1	8	0.0	7	-0.1

Other results
structure	TEAD-YAP block	FBW7 act	MITF primary	GPR151 activ
O=C(CCc1nc2ccccc2s1)c1ccccc1	-18	2.0*	18	0.1
O=C(CCSCc1cccc(Cl)c1)NC1CCCC1	0	-0.1	-2	0.5
Oc1cc(O)c2c(c1)O[C@H](c1ccc(O)c(O)c1)[C@@H](O)C2	-7&-6&1&3&-9&7	-0.2&-0.2&-0.1&-0.3&-0.1&-0.4&-0.2	57*!	-0.3&-2.1&-0.5&-1.5&0.7&-0.5&-1.9&-2.3
O=C(C[n+]1cccc(C(=O)Nc2ccccc2)c1)Nc1ccccc1	6	-0.1	2	1.0
CC1CCC(C(=O)NC(C(=O)NCCCN2CCOCC2)C(C)C)CC1 (centres undefined)	1	0.0	-2	-0.4
CC[C@H](Cn1nc(-c2cccs2)ccc1=O)NC(=O)Cc1nc2nc(C)cc(C)n2n1	3	-0.1	0	-0.4
O=C(NCc1ccco1)/C(=C/c1cccc([N+](=O)[O-])c1)NC(=O)c1ccco1	-2	0.1	14	0.5
CC1CCN(c2nc3c(c(=O)n(C)c(=O)n3C)n2Cc2ccccc2Br)CC1	3	0.1	18	-1.9
Cc1cccc(C(=O)N/C(=C\c2ccc([N+](=O)[O-])cc2)C(=O)Nc2ccc(C)cc2Br)c1	0	-0.6	-3	-1.0
O=C(CCCN1C(=O)c2ccccc2C1=O)Nc1ccc(Cl)c(Cl)c1	-2	0.0	-9	0.9

(more compounds)
structure	TEAD-YAP block	FBW7 act	MITF primary	GPR151 activ
CCc1ccc(OCC(=O)Nc2sc3c(c2C(N)=O)CCC3)cc1	-4	-0.1	-6	0.2
COC(=O)c1ccc(OCCOc2ccccc2OC)cc1	-17	0.4	12	-0.2
O=C(O)CCC(=O)Nc1ccc(Cl)c(NC(=O)c2cccs2)c1	3	0.6	5	3.6
O=C(CN1C(=O)[C@H]2CCCN2C(=O)c2ccccc21)NC12CC3CC(CC(C3)C1)C2	17	0.0	-4	1.4
COc1cccc(CN2CCN(Cc3ccc(OC)c4ccccc34)CC2)c1OC	-3	-0.1	70*	1.7
CCOC(=O)c1ccc(CN(Cc2ccc(F)cc2)S(=O)(=O)c2ccc(F)c(C(=O)Nc3cc(Cl)ccc3OC)c2)cc1	5	0.0	7	-1.2
Cc1nnc2n(-c3ccccc3)c(=O)c3c4c(sc3n12)COC(C)(C)C4	-3	-0.2	-13	-0.1
c1ccc(CN2CCC(Nc3cc(Nc4nccc5ccccc45)ncn3)CC2)cc1	-1	0.2	-1	0.1
O=C(Cn1c2ccccc2c(=O)c2cc(Cl)ccc21)Nc1ccc(F)cc1F	1	0.1	-3	0.6
Cc1nc(N2CCOCC2)nc(Nc2ccc(F)cc2F)c1[N+](=O)[O-]	-3	0.2	-8	0.1

Next part
structure	TEAD-YAP block	FBW7 act	MITF primary	GPR151 activ
CC(C)(C)OC(=O)Nc1ccc(SCC(=O)O)cc1	83*	0.0	-7	0.9
Cc1ccc(CNC(=O)C2CCCN(C(=O)c3cc4sccc4n3C)C2)cc1 (centres undefined)	7	-0.1	4	0.7
Cc1cc(C(=O)O)ccc1-c1ccc(/C=C2\SC(=O)N(C)C2=O)o1	-51	1.3	15	-2.0
c1nc(Nc2ccc(N3CCOCC3)cc2)c2[nH]c(N3CCOCC3)nc2n1	-1	-0.1	15	-2.0
COc1ccc(N2C(=O)c3ccc(Oc4ccc(N)cc4)cc3C2=O)cc1OC	-2	0.0	19	0.7
O=S(=O)(c1ccc(F)cc1)N1CCN(c2ncccn2)CC1	1	0.0	-7	1.2
COc1ccc(-n2c(O)c3ccc(C(=O)N=NC(=O)c4ccccc4)cc3c2O)cc1	-1	0.1	-17	-1.0
Cc1ccc(C2=NS(=O)(=O)N(C)C(C(=O)NC3CCCC3)=C2)cc1	12	0.0	7	-0.3
CC1CCCCN1C(=O)c1ccc(Oc2cnccn2)cc1 (centres undefined)	-2	0.0	75*	0.0
O=C(NNc1ccc(F)cc1)C(O)(c1ccccc1)c1ccccc1	5	-0.1	11	-0.2

Grouped by structure, the entries above containing a cyano group (five)
structure	TEAD-YAP block	FBW7 act	MITF primary	GPR151 activ
Cc1cc2c(cc3c(=O)n(CCCC#N)nc(C)n32)s1	-32	0.1	17	0.4
N#Cc1nc(COc2ccccc2)oc1NCCCn1ccnc1	-32	0.0	0	-1.3
CCOC(=O)c1ccc(NC(=O)c2ccc(C#N)cc2)cc1	-11	0.7	-2	0.6
CC(C)C(C)(C#N)NC(=O)CSc1nc2ccccc2s1 (centres undefined)	-2	0.0	4	0.2
CCCCOc1ccc(C2C(C#N)=C(C)NC(C)=C2C#N)cc1	4	0.0	-7	-1.3

Next part.
structure	TEAD-YAP block	FBW7 act	MITF primary	GPR151 activ
Cc1cc(C)c(C#N)c(SCC(=O)Nc2nccs2)n1	-54	0.3	-3	-1.2
Nn1c(Cn2nnc3ccccc32)n[nH]c1=S	5	0.2	20	-0.1
Cc1sc2nc(C3CC3)n3c(=O)n(CC(=O)N(C)C)nc3c2c1C	-8	0.0	-6	1.4
Cc1cc(C)cc(-n2c(SCC(=O)N3CCOCC3)nnc2-c2ccccn2)c1	8	-0.1	-9	0.6
COc1ccc(/C=C2/N=C(c3ccccc3C)OC2=O)c(OC)c1OC	4	0.0	-3	-0.2
CCCNC(=O)C1CCN(C(=O)c2sccc2-n2cccc2)CC1	10	-0.3	5	0.7
COc1ccccc1-n1c(O)c(/C=N/NC(=O)c2ccccc2)c(=O)[nH]c1=S	-52	-0.2	17	-1.0
CC1CCc2c(oc3c2cc(NS(=O)(=O)c2ccc(F)cc2)c2ccccc23)C1 (centres undefined)	-4	1.3	5	-1.1
O=C(O)C1c2ccccc2C(=O)N(C2CCCC2)C1c1cccs1 (centres undefined)	-6	0.3	10	-1.9
CC(NC(=O)c1sc(=S)n(-c2ccccc2)c1N)c1ccccc1 (centres undefined)	10	0.0	12	4.4

Bioassay records from PubChem.
